NPR1 activator: GC-A (human) enzyme activation | P16066 | HEK293 GC-A cells, cGMP TR-FRET, EC30 ANP; 0% at EC30 ANP, 100% saturating ANP | activation, % at 10 µM | 0.14% of 370,000 active | AID 1671463; in the data active means activation above about 40%
HGIII-sPLA2 inh: Inhibits HGIII-sPLA2 liposome hydrolysis, primary screen | Q9NZ20 | QFRET BODIPY PC-A2 liposome hydrolysis, fluorescence | inhibition, % at 12.2 µM | 0.56% of 370,000 active | AID 743126;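 active means inhibition above mean plus 3 SD of compounds lying within the high and low control bounds, cut at about 19% in these data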;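 further: 0% = median of test compound wells and 100% = no enzyme DMSO wells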
ssDAF-12 act: activates DAF-12 receptor from parasite S. stercoralis; AID 652126; activation, % at 6.8 µM; 1% of 370,000 active; HEK293 ssDAF-12/GRIP1 lit1-tk-luc reporter, luminescence; % of 3 µM dafachronic acid response;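 active means activation above the mean over all tested compounds plus 3 SD, cut at about 0.9% in these data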;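 further: 0% = DMSO-only wells and 100% = 3 µM delta7-dafachronic acid wells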
DAX1 inh-1: inhibitors of DAX1 repression of SF-1 activated StAR promoter. 1.1% of 370,000 active. HEK293T StAR-luciferase reporter, SF-1/DAX-1 repression relief. inhibition, % at 6.8 µM. AID 652010;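 active means inhibition above the mean over all tested compounds plus 3 SD, cut at about 3.6% in these data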;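 further: 0% = DAX-1 cells with DMSO and 100% = cells lacking DAX-1 with DMSO; higher inhibition means more luminescence from relief of DAX-1 repression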
ADAM10 inh: ADAM10 inhibition, QFRET primary screen; O14672; recombinant ADAM10, EDANS/DABCYL FRET peptide cleavage, 3 h; inhibition, % at 7 µM; 0.62% of 370,000 active;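 active means inhibition above a per-campaign cutoff equal to the mean of compounds falling between control-based bounds plus 3 SD, cut at about 20% in these data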;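 further: 0% = DMSO wells while the 100% control is not disclosed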
SMARCA2 act: increases SMARCA2 function in MMTV reporter cells | AID 652017 | activation, % at 9.1 µM | MG213 cells, MMTV-luciferase reporter, dexamethasone, overnight | 1% of 370,000 active; in the data active means activation above about 7.8%;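 further: 0% = vehicle wells and 100% = reference activator wells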
hgDAF12 agonist: activates the H. glycines DAF-12 receptor ligand-binding domain. HEK293 GAL4-hgDAF12 UAS-luciferase reporter, agonist luminescence; normalized to butyrate control. activation, % at 6.8 µM. 1.8% of 370,000 active. AID 687014;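 active means activation above a cutoff set at the mean of all screened compounds plus 3 SD, cut at about 10% in these data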;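 further: 0% = DMSO wells and 100% = sodium butyrate wells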
NPR2 activator: GC-B (human) receptor activation; P20594; AID 1920062; activation, % at 10 µM; HEK293-GC-B cells, CNP EC30, cGMP TR-FRET; 0% at EC30 CNP, 100% saturating CNP; 0.11% of 370,000 active;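 active means activation at 10 µM reaching about 35% in either raw or pattern-adjusted values, limit read from the data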
Target sequence (P20594 whole entry, looked up): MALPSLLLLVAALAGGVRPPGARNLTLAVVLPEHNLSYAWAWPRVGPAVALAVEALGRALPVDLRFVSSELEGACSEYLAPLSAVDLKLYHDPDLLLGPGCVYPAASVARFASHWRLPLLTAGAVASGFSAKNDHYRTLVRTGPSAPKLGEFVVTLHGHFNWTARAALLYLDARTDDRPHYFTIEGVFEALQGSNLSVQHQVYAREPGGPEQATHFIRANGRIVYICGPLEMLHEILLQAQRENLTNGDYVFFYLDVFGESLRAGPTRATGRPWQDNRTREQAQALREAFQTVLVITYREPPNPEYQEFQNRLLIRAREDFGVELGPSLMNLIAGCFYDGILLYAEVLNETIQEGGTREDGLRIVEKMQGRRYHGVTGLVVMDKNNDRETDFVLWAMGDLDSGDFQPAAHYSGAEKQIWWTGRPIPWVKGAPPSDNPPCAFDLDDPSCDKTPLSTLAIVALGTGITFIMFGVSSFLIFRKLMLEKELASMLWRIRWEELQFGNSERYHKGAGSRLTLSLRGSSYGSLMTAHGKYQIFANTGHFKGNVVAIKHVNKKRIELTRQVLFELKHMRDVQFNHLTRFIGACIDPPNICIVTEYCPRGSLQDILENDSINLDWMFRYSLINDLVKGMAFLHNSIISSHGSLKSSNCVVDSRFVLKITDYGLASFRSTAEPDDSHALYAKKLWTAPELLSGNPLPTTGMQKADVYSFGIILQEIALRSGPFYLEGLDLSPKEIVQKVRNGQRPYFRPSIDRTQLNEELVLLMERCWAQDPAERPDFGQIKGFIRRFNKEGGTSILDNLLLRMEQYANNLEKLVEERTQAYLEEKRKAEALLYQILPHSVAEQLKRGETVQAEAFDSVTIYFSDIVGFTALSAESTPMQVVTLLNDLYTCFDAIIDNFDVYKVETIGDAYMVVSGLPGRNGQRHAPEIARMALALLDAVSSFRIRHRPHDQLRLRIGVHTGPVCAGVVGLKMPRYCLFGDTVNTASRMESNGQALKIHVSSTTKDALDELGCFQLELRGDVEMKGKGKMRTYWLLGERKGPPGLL
DAX1 inh-2: inhibitors of human orphan nuclear receptor DAX1 (NR0B1) | HEK293 Gal4-DAX1 luciferase reporter, luminescence | inhibition, % at 6.75 µM | 0.99% of 340,000 active | AID 504766;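 active means inhibition above the mean over all tested compounds plus 3 SD, cut at about 4.2% in these data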;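 further: 0% = DAX1-transfected cells with DMSO and 100% = empty-vector control cells with DMSO; inhibition shows as a rise in luminescence from relieved DAX1 repression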
hcDAF-12 act: H. contortus DAF-12 activation, primary screen | activation, % at 6.8 µM | HEK293 hcDAF-12 lit1-tk-luc reporter, luminescence; 0% DMSO, 100% Δ7-dafachronic acid | 1.4% of 370,000 active | AID 652067;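 active means activation above the mean of all tested compounds plus 3 SD, cut at about 5.5% in these data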;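 further: 100% = response to 3 µM Δ7-dafachronic acid high control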
FXN GAA850 act: increases GAA850 frataxin promoter reporter activity; HEK293 lucGAA850 FXN promoter luciferase reporter, 24 h; percent of 10 µM SAHA response; activation, % at 6 µM; 0.56% of 360,000 active;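 active means activation above the average of all compounds screened plus 3 SD, cutoff fixed separately per campaign, cut at about 7.5% in these data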;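 further: 0% = DMSO wells and 100% = 10 µM SAHA wells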
Numbers without * were called inactive; i = inactive; x = not tested or not shown; & = joins results of further samples.

Below each SMILES – HGIII-sPLA2 inh	DAX1 inh-2	ssDAF-12 act	DAX1 inh-1	NPR1 activator	SMARCA2 act	ADAM10 inh	NPR2 activator	FXN GAA850 act	hcDAF-12 act	hgDAF12 agonist
Cc1cc(C(=O)CSc2nncs2)c(C)n1-c1c(C)n(C)n(-c2ccccc2)c1=O
 : 1	1.7	-1.2	-1.4	0	-2	-5	8	1.1	0.2	7.2
COc1ccc(C(=O)CSc2nnc(-c3ccc(C)cc3)o2)cc1
 : -14	1.2	-0.6	-0.3	-5	-2	1	-3	0.1	-0.1	1.4
N#CCCN(Cc1ccccc1)C(=O)c1nccnc1C(=O)O
 : -1	-0.5	-1.3	-0.1	4	0	-7	1	-1.8	-0.6	-0.5
Cc1cccc(Cc2ccc(Cl)nn2)c1
 : 3	-0.5	-1.5	0.1	-2	-5	-4	2	-0.2	-0.4	1.2
COc1ccc(CCNC(=O)Cn2ccc3cc(S(=O)(=O)N4CCCC4)ccc32)cc1OC
 : 5	-0.1	-0.9	-0.1	0	-4	-6	3	-0.6	-0.5	1.3
C=CCNc1nc(-c2ccc(O)c(C(N)=O)c2)cs1
 : -22	0.8	-0.7	0.6	5	2	-26	1	-0.7	0.4	1.6
Cn1cccc1/C=N/n1c(-c2ccco2)n[nH]c1=S
 : 16	2.3	-1.2	0.4	1	0	0	1	1.2	1.2	1.7
Cc1cccc(C)c1NC(=O)CNC(=O)c1ccccc1
 : 1	-1.0	-0.6	0.1	3	1	10	-2	-0.1	-0.5	-1.2
CCc1nc2ccccc2c(C(=O)OCCN2C(=O)c3ccccc3C2=O)c1C
 : -13	-1.9	-1.5	0.0	1	-1	-3	6	3.4	-2.2	-2.1
CCN=C1NC(CCc2ccccc2)C(C(=O)OC)=C(C)N1Cc1ccc(C(F)(F)F)cc1 (configuration not stated)
 : -4	x	-0.9	0.2	-15	4	-5	-16	x	-0.2	-0.4
COC(=O)[C@@]1(Sc2ccc(C)cc2)CC(=O)N(c2ccc3c(ccn3C)c2)[C@@H]1c1ccccc1
 : -7	x	-0.5	0.4	0	-5	9	-2	x	-1.5	-1.3
CSc1cnc2c(=O)n(C)c(=O)[nH]c2n1
 : -2	0.2	-1.5	0.5	4	-4	i	-7	0.5	0.7	-1.3
COc1cc(C)c(Cl)cc1S(=O)(=O)n1cnc2ccccc21
 : -2	0.9	-1.9	0.8	-1	-4	5	-8	3.4	0.0	-0.2
COc1ccc(C2CC(c3ccc(OC)cc3)n3nc(NC(=O)c4cccs4)nc3N2)cc1 (configuration not stated)
 : 5	0.0	-1.6	-0.6	-6	-5	-26	-5	-0.6	-0.5	-2.7
Brc1ccc(-c2noc(-c3ccccc3)n2)o1
 : 3	2.9	1.1*	2.8	-1	4	4	-4	7.6	7.0*	16*
c1cnc(Nc2nc(-c3ccc4ccccc4c3)cs2)nc1
 : 3	2.9	-0.3	2.5	3	4	-5	0	7.0	2.1	7.7
CCCc1ccc2c(C(F)(F)F)cc(C(F)(F)F)cc2n1
 : -1	x	-0.6	1.5	-2	-3	-2	3	x	-1.3	5.8
COc1cccc(CNC(=O)C2=C(C)C(=O)OC23CCC(C)CC3)c1 (configuration not stated)
 : -5	-1.0	-1.3	0.0	2	-2	1	-2	1.2	-1.4	-1.9
O=C(CSc1nc2ccccc2s1)N1CCCCC1
 : -4	2.6	0.9	1.5	4	7	2	4	2.4	4.4	12*
O=C(c1cccnc1)N1CCN(Cc2cccc(F)c2)CC1
 : 4	0.6	-1.5	0.3	-1	0	-9	-2	-0.6	-0.4	-1.6
Cc1ccc(SCC(=O)Nc2ccc(N3CCOCC3)cc2)cc1C
 : 6	0.1	-1.2	-3.6	0	3	-1	3	-0.3	0.9	4.0
CC1CCN(C(=O)CCc2nnc(-c3ccccc3)o2)CC1
 : 7	0.3	-0.4	1.4	6	3	-7	-4	4.6	0.9	14*
O=C(/C=C/c1cc([N+](=O)[O-])ccc1OC(F)F)Nc1cccc2ccccc12
 : 5	0.1	-0.9	0.2	25	1	4	15	2.3	-1.2	-1.4
O=C(CSc1nnc(-c2ccc(Cl)cc2)o1)NNC(=O)c1ccncc1
 : -7	0.5	-1.4	-0.6	-2	-1	5	2	-2.6	0.6	0.9
CCN(CC)c1ccc(/C=N/NC(=O)CN2CCCc3ccccc32)cc1
 : 0	0.0	-0.5	0.5	-1	-4	-95	-3	0.0	3.6	3.6
COc1ccccc1NC(=O)CN(C)S(=O)(=O)c1ccc(F)cc1
 : 5	-1.0	-0.9	0.1	2	0	6	3	0.5	-1.9	0.1
CCn1c(=O)c2sccc2n(Cc2cc(C(=O)OC)ccc2OC)c1=O
 : -2	-0.9	-1.6	0.2	-6	-2	-5	-3	2.2	-2.3	-1.9
O=C(O)c1cnnc2ccccc12
 : -8	2.9	-0.5	-0.1	-3	-1	8	0	-0.2	-1.3	-2.7
CCN(C(=O)c1cc(S(=O)(=O)N2CCCC2)ccc1C)C1CCS(=O)(=O)C1 (configuration not stated)
 : 3	0.7	-1.1	-1.8	0	0	-13	0	0.7	-0.3	0.6
O=C1C=C(NNC(=O)c2ccncc2)CC(c2ccccc2)C1 (configuration not stated)
 : -58	0.2	-1.3	-0.8	0	3	-1	2	0.5	-1.3	-1.8
O=C(c1ccc(N2CCCC2)c([N+](=O)[O-])c1)N1CCN(c2ccccn2)CC1
 : 0	0.3	-1.8	-1.3	-2	-2	-1	2	0.4	-2.1	0.6
O=C(c1ccc(Cl)c(Cl)c1)N1CCC(=O)N(C(COCc2ccc(Cl)cc2)Cc2ccccc2)CC1 (configuration not stated)
 : -8	-0.3	-1.5	-0.1	-11	-1	20*	-13	-0.4	0.0	-1.2
CCN(CC)c1c([N+](=O)[O-])c(=O)oc2ccccc12
 : -1	2.7	-0.3	-0.5	0	1	-10	4	2.3	-0.3	-2.2
CC(=O)Nc1ccc(S(=O)(=O)N2CCC(NC(=O)c3ccccc3)CC2)cc1
 : 9	0.0	-1.1	0.0	-1	-3	5	2	0.5	-0.4	-0.1
Cc1nc2nc(-c3ccccc3)[nH]n2c(=O)c1Cc1ccccc1
 : -10	0.9	-1.2	0.5	0	2	-2	-1	2.1	-0.4	2.6
O=C(NC(Cc1ccccc1)C(=O)O)/C(=C/c1ccccc1)NC(=O)c1cccc(Br)c1 (configuration not stated)
 : -10	1.5	-1.0	0.1	0	2	4	-3	1.0	-1.3	0.1
Cc1sc2ncnc(N3CCOCC3)c2c1C
 : 1	-1.5	-1.4	-0.6	-1	-1	-3	-1	1.8	-2.1	-0.3
CCc1ccc(N2CC(C(=O)Nc3ccccc3N3CCCC3)CC2=O)cc1 (configuration not stated)
 : -6	1.6	-0.5	-0.8	2	0	-5	3	-4.1	0.5	-0.2
Cc1cc(C(=O)CSc2nnnn2-c2ccc(O)cc2)c(C)n1C
 : -19	-1.0	-1.2	-0.2	-2	-1	-3	-1	4.0	-0.9	2.9
CN(C)S(=O)(=O)c1ccc(Cl)c(NC(=O)COC(=O)CN2C(=O)C3CCCCC3C2=O)c1 (configuration not stated)
 : 6	1.3	-1.6	-0.5	2	-2	-3	4	-0.8	-1.2	0.9
COc1ccc(CNC(=O)COC(=O)CCOc2ccc(C)cc2)cc1OC
 : 8	2.1	0.1	1.7	3	-2	-3	5	0.0	0.0	2.5
COc1cccc(CC(=O)N[C@@H](CCSC)c2nc3ccccc3[nH]2)c1
 : 3	0.7	-1.8	0.1	-2	4	7	0	-2.3	-1.8	-1.4
O=C(c1cnc2c(c1)COc1ccc(Cl)cc1-2)c1ccccc1O
 : 8	2.0	-1.1	0.1	-5	0	1	-5	-0.2	-0.7	-1.4
CC(C)NC(=O)Nc1ccc2c(c1)C(=O)N([C@H](C)CO)C[C@H](C)[C@@H](CN(C)S(C)(=O)=O)O2
 : 10	-0.6	-1.3	0.5	0	-2	-4	4	-0.3	-1.1	-0.8
O=C(CCN1C(=O)/C(=C/C=C/c2ccccc2)SC1=S)Nc1ccccn1
 : 1	-0.8	-1.8	-0.5	-5	-6	-20	-5	-0.6	-2.3	-1.0
COc1ccc(NC(=O)CN(C)C(=O)c2sc3ccccc3c2Cl)cc1
 : -11	-0.9	-1.7	0.1	1	1	6	-3	2.1	-1.9	-0.2
COc1ccc(C2CC(c3cccs3)=NN2C(=O)COC(=O)c2cncc(Br)c2)cc1OC (configuration not stated)
 : -6	-0.4	-1.7	-0.9	1	4	1	-1	1.2	1.9	-0.5
C[C@H]1CN([C@@H](C)CO)C(=O)c2cc(Br)cnc2O[C@@H]1CN(C)C(=O)C1CCC1
 : 11	1.0	-0.1	1.2	2	-4	-12	6	-1.3	-0.2	-0.3
CCOC(=O)C1CCCN(S(=O)(=O)c2cc(C(=O)OC)n(C)c2)C1 (configuration not stated)
 : -8	-1.8	-1.9	-2.3	0	-3	-8	1	0.0	-2.9	-6.8
COc1cc(NC(=O)c2ccnc(N)c2)cc(C(=O)Nc2cccc(C(F)(F)F)c2)c1
 : -13	0.0	-1.6	-0.7	2	2	2	3	0.0	-0.4	-1.5
Cc1ccccc1CSCCNC(=O)CN(c1ccc2c(c1)OCO2)S(C)(=O)=O
 : -3	-1.2	-1.8	-0.6	1	-2	2	-1	-0.8	-0.9	-0.2
CCCC(O)(CCN(C)C)c1ccc(OC)cc1 (configuration not stated)
 : 4	0.0	-1.0	-0.5	-6	0	-9	-5	0.1	-1.9	-1.5
COc1cccc2cc3c(=O)n(-c4ccccc4)nc-3oc12
 : 15	1.0	-1.0	0.5	3	-1	-15	1	-0.9	-1.7	-1.2
O=C(N/N=C\c1ccc(Cl)cc1)c1sccc1-n1cccc1
 : -12	0.6	0.1	0.0	-5	2	-2	-2	0.4	0.5	4.2
COc1ccc(NC2CCCN(C(=O)c3cccnc3)C2)cc1 (configuration not stated)
 : 3	-0.2	-1.1	-0.5	-5	-2	-8	2	0.6	-1.1	0.9
O=C(O)COCc1nc2ccccc2[nH]1
 : -1	0.8	-0.5	-0.5	-2	-4	-7	3	-0.3	0.6	0.4
O=C(COC(=O)C1=COCCO1)Nc1cccc(S(=O)(=O)N2CCOCC2)c1
 : -2	0.8	-0.2	1.4	2	-1	3	3	1.0	-0.5	-2.4
O=C1NC(=O)C(c2ccccc2)(c2ccccc2)N1
 : -2&16&5	0.1&-0.8	-0.9&-1.7&-1.2	-0.9&0.3&-0.4	0&-5&0	-5&-7&-5	14&-7&7	3&-1&-7	-2.4&-1.1	3.6&0.8&-1.1	9.4&3.5&0.3
O=C(NCc1cccc(CNC(=O)Nc2cccc(O)c2)c1)Nc1cccc(O)c1
 : -30	-0.3	-1.1	-0.1	-1	-1	-2	4	0.7	-0.2	-0.4

Screens (PubChem)
